Bioassay records: PubChem, several laboratories
WT yeast gro inh: growth inhibition of WT yeast, mitochondrial fusion screen; inhibition, % at 10 µM; AID 1362; 190,000 tested, 2.1% active; mitochondrial fusion phenotypic screen, WT strain; in the data active = inhibition above about 58%; tested in S. cerevisiae
Autophagy mod: alters autophagy in cells; MEF GFP-LC3 puncta imaging; test concentration mostly 10 µM; calls only at 10 µM (by protocol); 190,000 tested, 0.98% active; AID 463193;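 active = percentage of spot-positive cells more than 3 SD above its plate mean, without a fluorescence outlier flag or 80% toxicity; inconclusive = no clear call, values can overlap the other calls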;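 note: spot-positive cell cutoff set from DMSO-treated cells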
AID2073: disruptors of CaV2.2 binding to Mint1 – biochemical, HTRF (AID 2073). HTRF protein-protein interaction, Mint1-CaV2.2; higher % means a stronger effect. inhibition, % at 20 µM; hits with a dose series show IC50 in µM. 290,000 tested, 0.19% active; in the data active = inhibition mostly above about 51%, no sharp cut-off; inconclusive = no clear call, values can overlap the other calls; inactive = mostly below about 53%; note: some results filed as inactive read as strong as hits
LYP inhibition: PTPN22 lymphoid phosphatase activity blockers – biochemical, fluorescence intensity, uHTS (AID 1779) | 290,000 tested, 0.054% active | recombinant LYP phosphatase, fluorescence intensity; higher % means a stronger effect | one-dose inhibition, % at 11.5 µM; IC50 in µM for titrated hits; in the data active = inhibition above about 50%;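 note: plate controls were vehicle with enzyme for no effect and no enzyme for full effect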
NTR1 ag: agonists of NTR1, primary screen, imaging, U2OS cells, beta-arrestin-GFP, high content (AID 493036) | P30989 | NTR1-U2OS beta-arrestin-GFP spot imaging, agonist mode | activation, % at 20 µM | 330,000 tested, 0.17% active;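 active = activation at or above 40% of the spot to cytoplasm intensity ratio, with at least 20 cells analyzed; inconclusive = wells under 20 cells, flagged as cytotoxic or low count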;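 note: 0% = DMSO without peptide and 100% = 100 nM NTR1 peptide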
Target sequence (P30989 whole entry, looked up): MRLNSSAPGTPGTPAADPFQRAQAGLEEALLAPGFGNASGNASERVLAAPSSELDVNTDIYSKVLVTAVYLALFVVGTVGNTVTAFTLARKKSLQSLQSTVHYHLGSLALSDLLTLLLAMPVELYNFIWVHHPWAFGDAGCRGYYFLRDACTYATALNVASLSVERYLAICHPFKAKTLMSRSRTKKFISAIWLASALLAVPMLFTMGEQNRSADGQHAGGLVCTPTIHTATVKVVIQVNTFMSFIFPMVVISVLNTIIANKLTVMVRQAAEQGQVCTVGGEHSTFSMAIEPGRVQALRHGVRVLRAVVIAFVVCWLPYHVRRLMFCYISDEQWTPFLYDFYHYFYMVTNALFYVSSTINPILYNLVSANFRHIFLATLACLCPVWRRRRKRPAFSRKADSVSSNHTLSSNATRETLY
NS5 inhibitors: Dengue-2 NS5 methyltransferase inhibitors, primary screen, biochemical, confirmation dose response (AID 588689); Dengue-2 NS5 methyltransferase capping enzyme assay, biochemical; higher % means a stronger effect; inhibition, % at 25 µM, or IC50 in µM where a hit was titrated; 340,000 tested, 0.3% active; in the data active = a potency from the dose series; inconclusive = inhibition above about 29% without an active follow-up result
GPR35 arrestin U2OS: GPR35 antagonists blocking zaprinast-driven arrestin recruitment, primary screen, imaging, U2OS, beta-arrestin-GFP, zaprinast agonist (AID 2058). U2OS GPR35 beta-arrestin-GFP translocation imaging, zaprinast antagonism; higher % means a stronger effect. one-dose inhibition, % at 10 µM; IC50 in µM for titrated hits. 290,000 tested, 0.052% active;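 active = inhibition of at least 50% with at least 30 cells and total cytoplasm GFP at most 10,000,000; inconclusive = under 30 cells or total GFP of 10,000,000 plus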
RSV CPE inhibition: inhibition of RSV-induced cytopathic effect – HEp-2 cells, primary 10 µM value included (AID 2391); HEp-2 cells, RSV-induced CPE inhibition; higher % means a stronger effect; CPE inhibition, % at 10 µM, or IC50 in µM where a hit was titrated; 310,000 tested, 0.13% active; in the data active = a potency from the dose series; inconclusive = CPE inhibition mostly from about 23% at the one dose, without a potency; inactive = the rest, 99 in 100 with CPE inhibition below about 21%; note: strong numbers were not always called active
UTI89 phage lysis: protection from phage-mediated lysis, alamar blue read-out – E. coli UTI89, K1F phage, bacterial capsule biogenesis inhibitors (AID 488966). 340,000 tested, 0.02% active. E. coli UTI89 K1F phage lysis, alamar blue, 2 h; higher % means a stronger effect. one-dose inhibition, % at 100 µM; IC50 in µM for titrated hits;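 active = phage lysis inhibition, versus mean bacterial control, above a set limit; inconclusive = no clear call, values can overlap the other calls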;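 note: capsule biogenesis inhibitors block K1F phage lysis so surviving cells raise fluorescence; higher fluorescence means more inhibition of phage lysis; actives were called in the ten point dose series up to 300 µM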
WT yeast gro inh mutant strain: second read-out of WT yeast gro inh, no call of its own (marks repeat the call); inhibition, %; mitochondrial fusion phenotypic screen, mutant strain inhibition
Autophagy mod cell loss 18 h: recorded beside Autophagy mod, whose call it bears; toxicity, %; measured here: cell loss, nuclei count;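 cell loss after 18 h compound exposure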
NTR1 ag cell count 20 µM: further read-out of NTR1 ag, marked with its call; cell count; measured here: cell count, cytotoxicity flag
NS5 inhibitors pilot replicate: further read-out of NS5 inhibitors, marked with its call; inhibition, %; measured here: pilot screen replicate inhibition
Numbers without * were called inactive; i = inactive; ? = inconclusive; nt = no result given; [ ] = remark or other dose. The order is random; any-hit rate near 2.6%.

SMILES	WT yeast gro inh	WT yeast gro inh mutant strain	Autophagy mod	Autophagy mod cell loss 18 h	AID2073	LYP inhibition	NTR1 ag	NTR1 ag cell count 20 µM	NS5 inhibitors	GPR35 arrestin U2OS	RSV CPE inhibition	UTI89 phage lysis	others
Cc1cc(C)n2nc(CNS(=O)(=O)c3ccc(C)c(C)c3)nc2n1	nt	nt	nt	nt	8%	-9%	-1.4	57	-8%	21%	2.0%	7.3%
COc1ccc(NS(=O)(=O)c2cccc(NC(=O)CCC(=O)c3ccc(Cl)cc3)c2)cc1	-17	-2	i	3	31%	-2%	5.0	57	-3%	-4%	5.3%	7.0%
CN(C(=S)Nc1ccccc1F)C1(c2ccccc2Cl)CCCCC1=O (centres undefined)	-3	7	i	12	-4%	-9%	0.2	82	-6%	-10%	nt	4.9%
Cc1cc(C(=O)Nc2ccc(N3CCOCC3)cc2)c2ccccc2n1	26	3	i	3	0%	-4%	0.3	94	3%	7%	0.9%	0.1%
COCCNS(=O)(=O)c1cc(OC)c(Cl)cc1Cl	-5	-11	i	-6	-2%	-5%	-1.8	71	nt	-5%	nt	nt
COc1cc2c(cc1OC)C(c1ccc([N+](=O)[O-])cc1)NC(=O)C2 (centres undefined)	nt	nt	nt	nt	7%	-6%	-1.7	60	7%	12%	-0.8%	-1.8%
CCN(CC)CCN(C(=O)/C=C/c1cccs1)c1nc2ccc(Cl)cc2s1	nt	nt	nt	nt	19%	-5%	6.9	47	15%	14%	1.1%	2.8%
Cc1cccc(NC(=O)c2ccccc2OCC(=O)c2ccc(F)cc2)c1	1	-2	i	1	9%	-1%	3.5	47	-1%	-10%	3.7%	3.3%[50 µM]
CC(=O)OC(C(=O)NC1CCCCC1)c1ccccc1F (centres undefined)	-12	11	i	1	16%	-5%	1.4	51	-6%	-17%	3.8%	0.1%
Cc1ccc(CNC(=O)[C@H](Cc2ccccc2)NC(=O)C2CCNCC2)cc1	nt	nt	nt	nt	22%	-2%	0.6	68	-4%	5%	0.2%	0.3%
CC(=O)NC(=O)NC1CSCC1OC(C)=O (centres undefined)	-10	-4	i	-1	0%	3%	1.1	79	-1%	2%	0.4%	-0.2%	NS5 inhibitors pilot replicate=5.0
O=[N+]([O-])c1ccccc1OCCCCN1CCCCC1	-3	4	i	-21	0%	-2%	0.9	84	1%	4%	-0.9%	0.6%
O=C(CSc1ccccn1)Nc1cccc2ccccc12	-9	-4	i	5	-9%	-13%	2.3	62	-5%	-5%	10%	0.6%
CCn1cc(C(=O)N(C)c2ccc(OC)cc2)c2cc(OC)c(OC)cc2c1=O	nt	nt	nt	nt	9%	-4%	1.2	73	-7%	7%	0.8%	0.0%[50 µM]
O=c1[nH]c(=S)[nH]c2c1C(c1cc([N+](=O)[O-])c(N3CCOCC3)cc1N1CCOCC1)O2 (centres undefined)	-6	4	i	9	4%	4%	-0.5	89	-2%	-9%	-1.5%	-0.8%
Cc1cccc(NC(=O)CN2C(=O)NC(C)(c3ccc4ccccc4c3)C2=O)n1 (centres undefined)	nt	nt	nt	nt	nt	nt	-0.6	64	-1%	nt	-0.6%	-0.4%[50 µM]
COc1ccc(NC(=O)N2CCC(CO)(CC3CCCCO3)CC2)c(OC)c1 (centres undefined)	nt	nt	nt	nt	-6%	-5%	1.7	60	-6%	10%	-1.1%	0.1%
COc1cc(S(=O)(=O)Nc2ccccn2)ccc1F	-26	10	i	3	4%	-8%	0.0	53	-8%	-13%	-1.0%	7.9%
NS(=O)(=O)c1ccc(N=C2C(=O)Nc3ccccc32)cc1	nt	nt	nt	nt	14%	-6%	-1.2	100	1%	-4%	1.5%	1.6%
Cc1ccc(/C=C/C(=O)N2CCC(Cc3ccccc3)CC2)cc1	67*	14*	i	5	0%	0%	5.5	75	1%	-4%	6.9%	5.8%
CC(=O)N1CCSc2ccc(S(=O)(=O)N3CCC(C)CC3)cc21	nt	nt	nt	nt	43%	-13%	-0.4	66	0%	26%	8.0%	-0.1%
COc1cccc(OC)c1C(=O)Nc1nnc(C(C)C)s1	4	-4	i	15	2%	-3%	0.1	61	-5%	-6%	2.2%	0.2%
O=C(COC(=O)c1cc([N+](=O)[O-])ccc1N1CCOCC1)Nc1c(Cl)cccc1Cl	nt	nt	nt	nt	nt	nt	-0.4	49	4%	nt	0.4%	1.2%[50 µM]
O=C(Nc1ccc2c(c1)OCCO2)c1cc(-n2cnnc2)ccc1Cl	9	2	i	0	4%	-1%	-0.8	61	nt	10%	3.1%	1.1%
O=c1[nH]c2sc3c(c2c2nncn12)CCCC3	10	9	i	7	2%	6%	2.6	59	-14%	-3%	4.6%	?
COc1ccc(C(=O)Nc2c(C)cc(C)cc2C)cc1OC	nt	nt	nt	nt	16%	-6%	0.2	50	-9%	-12%	-0.2%	-0.6%
Cc1cccc(OCC(=O)N/N=C/c2ccc(N(C)C)cc2)c1	1	1	i	-8	-2%	-5%	4.9	88	-5%	10%	1.6%	-0.9%
O=C(OCCOc1ccc(Br)cc1)c1ccc(Cl)c(S(=O)(=O)N2CCOCC2)c1	nt	nt	nt	nt	nt	nt	1.1	58	-12%	nt	5.9%	0.6%[50 µM]
O=C(Nc1ccccc1F)c1cc2c(s1)-c1ccccc1S(=O)(=O)C2	nt	nt	nt	nt	22%	-2%	1.9	78	-1%	-11%	0.5%	1.4%[50 µM]
COc1ccc(OC)c(N2C(N)=NC(N)=NC23CCCC3)c1	-10	-6	i	4	-3%	2%	0.0	34	5%	12%	0.9%	0.3%
O=C(Nc1ccc2c(c1)CCC2)c1cccs1	34	10	i	-8	-11%	-8%	0.0	59	-6%	16%	?	1.4%
c1coc(-c2ccnc3ncnn23)c1	-16	-7	i	22	12%	-10%	-1.5	77	-7%	1%	2.1%	0.1%
CCC(C(=O)NCc1cccs1)n1nc(C)n2c(cc3occc32)c1=O (centres undefined)	nt	nt	nt	nt	7%	1%	1.2	55	-6%	-8%	2.4%	1.2%
COC1(OC)C(/C=C/c2ccc(Cl)cc2)C(C#N)(C#N)C1(OC)OC (centres undefined)	-8	-8	i	31	-3%	-6%	-0.9	30	-17%	3%	-4.6%	0.1%
COc1ccc(C2SCC(=O)N2c2ccc(F)cc2)cc1 (centres undefined)	nt	nt	nt	nt	7%	-4%	0.1	56	-3%	-8%	2.4%	0.2%
CC(=O)Nc1ccc(Oc2ccc(S(=O)(=O)N3CCCC3)cn2)cc1	nt	nt	nt	nt	nt	nt	6.0	45	-6%	nt	0.4%	0.8%[50 µM]
CC(c1cccnc1)N(CCN(C)C)C(=O)Nc1ccc(Cl)c(Cl)c1 (centres undefined)	17	12	i	2	nt	nt	-0.6	80	-1%	nt	0.6%	0.8%
Cc1ccc(C(=O)N2CCCC(Nc3ccc(C)c(C)c3)C2)c(=O)[nH]1 (centres undefined)	nt	nt	nt	nt	-4%	-8%	-0.3	51	-8%	12%	6.3%	0.7%[50 µM]
CCOC(=O)[C@@H]1[C@H]2COc3ccccc3[C@@H]2N2C(=O)N(c3ccc(OC)cc3)C(=O)[C@]12C	nt	nt	nt	nt	nt	nt	-2.3	92	-1%	nt	2.0%	-0.5%
COc1cc(N)c(Cl)cc1C(=O)OCC(=O)Nc1cccnc1Cl	nt	nt	nt	nt	nt	nt	0.3	47	-4%	nt	0.5%	1.3%[50 µM]
COc1ccccc1CNC(=O)c1cc2c(s1)CS(=O)(=O)C2	1	-2	i	10	10%	-3%	3.2	44	-8%	-4%	-1.0%	3.8%
N#Cc1ccsc1NC(=O)CN1CCN(c2ccc(O)cc2)CC1	-5	2	i	9	64%	8%	1.0	54	0%	5%	7.3%	i
CC(=O)NS(=O)(=O)c1ccc(NC(=O)c2ccccn2)cc1	1	0	i	11	1%	0%	0.4	68	-4%	13%	0.9%	0.5%
OCC1OC(n2nnc3ccccc32)C(O)C(O)C1O (centres undefined)	-1	2	i	-2	6%	-8%	-1.0	79	-3%	-3%	0.7%	0.4%
CCc1ccc(NC(=O)CCNS(=O)(=O)c2cccs2)cc1	nt	nt	nt	nt	-2%	-5%	2.3	48	0%	-6%	-0.1%	0.7%
C/C(=N\NC(=O)c1cccc(S(=O)(=O)N2CCOCC2)c1)c1ccc(OC(F)F)cc1	nt	nt	nt	nt	nt	nt	0.8	44	8%	nt	9.0%	1.6%[50 µM]
CC(C)N(Cc1ccccc1)C(=O)CCS(=O)(=O)c1ccc2c(c1)oc(=O)n2C	nt	nt	nt	nt	-2%	-14%	-0.8	58	-4%	9%	0.7%	0.1%
COc1cccc(OCCOc2ccc(/C=C3\C(=N)N4N=C(S(C)(=O)=O)SC4=NC3=O)cc2OC)c1	nt	nt	nt	nt	24%	-2%	nt	nt	12%	10%	?	0.4%[50 µM]
O=C(Nc1ccc(NC(=O)C2CC2)nc1)c1cccc(F)c1	1	-5	i	-1	3%	-5%	-3.5	75	-1%	19%	2.4%	-0.3%
Cc1ccc2nc(/C(C#N)=C/c3ccc(-c4ccccc4C(=O)O)o3)[nH]c2c1	nt	nt	nt	nt	26%	1%	-0.4	71	?	11%	0.5%	0.1%
CCC(=O)N1CCc2cc(Br)cc(S(=O)(=O)C3(C(=O)OC)CC3)c21	-8	-8	i	-10	-10%	-4%	0.4	61	-8%	-2%	1.2%	0.5%
O=C(COc1coc(CN2CCc3ccccc3C2)cc1=O)Nc1ccc(Cl)cc1	nt	nt	nt	nt	nt	nt	18	75	2%	nt	0.7%	0.8%[50 µM]
CC1=C(C(=O)OC(C)C)C(C)NC(=O)N1 (centres undefined)	-2	-36	i	-2	6%	-7%	-1.6	53	-6%	-10%	?	0.1%
CCCNc1c(N)c(=O)oc2ccccc12	-4	-16	i	-9	-5%	-5%	1.4	52	-6%	8%	0.0%	1.4%
O=C(NC1CC1)C(Cl)c1ccccc1 (centres undefined)	nt	nt	nt	nt	23%	-13%	3.5	51	-3%	1%	1.8%	0.2%
CCN(CC)S(=O)(=O)c1ccc(-c2nnc(SCc3nnc(-c4ccc(C)cc4)o3)o2)cc1	17	17	i	6	0%	3%	13	31	-8%	8%	-1.3%	0.0%
O=C(CN1CCN(Cc2ccccc2)CC1)Nc1ccccc1-c1ccccc1	9	-6	i	-21	3%	2%	5.9	44	-11%	-11%	2.0%	0.6%
